Compound activity: PubChem, National Center for Advancing Translational Sciences (NCATS)
DT40 TDP1 no CPT: qHTS for Inhibitors of human tyrosyl-DNA phosphodiesterase 1 (TDP1): qHTS in cells in absence of CPT | DT40 Tdp1-/- hTDP1 cells, no CPT, ATP luminescence, 48 h | Potency, µM (series often up to 46.2 µM), without a hit: at the highest dose activity change, negative = growth inhibition, most hits filed as inhibitors | hit rate 15% among 420,000 | AID 686978, 2013; further: nearly all actives have a fitted effect of over 55% in size
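Seeded 400 DT40-hTDP1 cells/well (vehicle DMSO, no 20 nM CPT); pinned compounds; ≥48 hr at 37 °C; CellTiter-Glo luminescence as viability measure.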
TDP1 inh: qHTS Assay for Inhibitors of Tyrosyl-DNA Phosphodiesterase (TDP1); recombinant TDP1, AlphaScreen DNA substrate cleavage; Potency, µM (series often up to 130 µM), for the others: at the highest dose activity change, negative = inhibition, usual class: inhibitors; hit rate 0.28% among 350,000; further: nearly all actives have a fitted effect of over 40% in size
Target sequence (Q9NUW8 whole entry, looked up): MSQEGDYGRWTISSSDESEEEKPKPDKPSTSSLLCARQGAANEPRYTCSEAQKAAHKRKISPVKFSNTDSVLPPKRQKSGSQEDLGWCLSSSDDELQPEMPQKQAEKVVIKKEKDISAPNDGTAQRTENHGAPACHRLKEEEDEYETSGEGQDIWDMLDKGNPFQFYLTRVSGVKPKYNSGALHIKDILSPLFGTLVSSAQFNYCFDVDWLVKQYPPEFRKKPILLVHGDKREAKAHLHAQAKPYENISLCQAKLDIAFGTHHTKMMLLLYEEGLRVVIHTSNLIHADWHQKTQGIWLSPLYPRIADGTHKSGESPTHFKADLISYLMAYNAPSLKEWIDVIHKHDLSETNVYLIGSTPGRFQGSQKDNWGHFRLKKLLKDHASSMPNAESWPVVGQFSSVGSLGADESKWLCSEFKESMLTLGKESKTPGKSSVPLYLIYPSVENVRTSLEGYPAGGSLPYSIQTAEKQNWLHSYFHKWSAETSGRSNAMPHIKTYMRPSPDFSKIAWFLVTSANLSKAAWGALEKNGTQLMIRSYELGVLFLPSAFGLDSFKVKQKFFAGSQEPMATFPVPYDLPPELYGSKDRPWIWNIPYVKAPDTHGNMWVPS
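Recombinant E. coli-expressed Tdp1 (1 nM) preincubated with compound 15 min at RT, then 5'-biotin/3'-phosphotyrosine-FITC DNA substrate (15 nM) added for 5 min. AlphaScreen beads (10 ug/ml) added, 10 min RT; tyrosine-FITC cleavage read as signal loss.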
TDP1 cell CPT: qHTS for Inhibitors of human tyrosyl-DNA phosphodiesterase 1 (TDP1): qHTS in cells in presence of CPT | Potency, µM (titrated, usually from 46.2 µM), without a hit: at the top dose activity change, negative = growth inhibition, most hits filed as inhibitors | chicken DT40 Tdp1-/-;hTDP1 cells + 20 nM CPT, ATP luminescence, 48 h | hit rate 12% among 420,000; further: nearly all actives have a fitted effect of over 55% in size
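Chicken DT40 Tdp1-/- cells complemented with human TDP1, 400 cells/well, exposed to compounds plus 20 nM camptothecin for at least 48 h at 37 C; viability read as ATP content by CellTiter-Glo luminescence.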
* = called active by the depositor; ? = inconclusive; . = not tested or not shown; & = joins results of further samples; ! = a repeat was not active; [ ] = dose if it differs, or a comment. The call rests on the fitted dose curve; in most records, active means well fitted curve in the direction sought with a large enough effect; inconclusive means small, poorly fitted or top-dose-only effect, or another doubt; inactive means no such curve, though single readings can be large; an effect the other way counts as inactive or inconclusive. On the % scale 0 is the no-effect control and ±100 the full control effect; potency means the concentration at half of the fitted maximal effect.

SMILES | DT40 TDP1 no CPT | TDP1 inh | TDP1 cell CPT
COc1ccc(N2C(=O)[C@@H]3C[C@H]2CN3Cc2cccn2-c2ccc(Cl)cn2)c(C)c1 | ? | . | -0.8%[9.04 µM]
CCCc1cc(=O)oc2c3c(ccc12)OCN(Cc1ccc(OC)cc1)C3 | ? | 1.9% | ?
CN1C(=O)c2ccc(C(=O)NCc3ccccc3)cc2C1=O | -3.0% | 0.0% | -17.7%
Cc1ccccc1NC(=S)NCc1cccn1C | -0.7% | 8.0% | 2.6%
Cc1cccc(CNC(=O)C2CCN(c3nnc(-n4c(C)ccc4C)s3)CC2)c1 | 16.4µM* | 7.6% | ?
CCOC(=O)[C@H]1[C@H]2COc3ccc(C)cc3[C@@H]2N2C(=O)CN(Cc3ccco3)C(=O)[C@@]12C | -21.1% | 0.8% | -29.5%
CCOC(=O)c1ccc(-n2c(C)nc3c(cnn3-c3ccc(Cl)cc3)c2=O)cc1 | 5.8µM*! | 2.3%&3.9% | 8.2µM*!
COc1ccc(N2CC(C(=O)Nc3nnc(SCC(=O)NCc4ccco4)s3)CC2=O)cc1 (configuration not stated) | -9.0% | 1.7% | ?
COc1cc(/C=C2\SC(=S)N(NS(=O)(=O)c3ccccc3)C2=O)cc(OC)c1OC | -26.5% | . | ?
O=C(O)CSc1cc(C(=O)c2ccccc2O)cn2c(=O)c3c4c(sc3nc12)CCCC4 | -1.3% | . | 3.1%
O=S(=O)(c1ccccc1)N1CCC(O)(CN2CCN(c3ccccc3)CC2)CC1 | -11.6% | . | -4.2%
COc1ccc(NC(=O)CN(C)C2CCCCC2)c([N+](=O)[O-])c1 | ? | 0.0% | ?
Cc1ccc(S(=O)(=O)N2[C@@H](c3ccc(Cl)c(Cl)c3)C(C(=O)O)=C[C@H]2C(C)(C)C)cc1 | ? | 1.0% | ?
Cn1cc(/C=C(\C#N)C(=O)Nc2ncc(Cc3ccc(Cl)cc3)s2)c2ccccc21 | ? | 2.7% | -23.4%
CN(C)c1ccc(C=NNC(=O)c2cccnc2)cc1 | ? | . | -21.3%
O=C(c1ccc(F)cc1)c1cn[nH]c1-c1ccccc1O | -15.9% | -4.2% | ?
Cc1cc(NC(=O)CSCC(=O)Nc2nc3ccccc3[nH]2)no1 | 16.4% | -0.6% | 9.6%
COc1ccccc1CN(C)C(=O)CN1CCN(CC(=O)Nc2ccccc2Cl)CC1 | 23.1µM* | 0.3% | 23.1µM*
COCCn1nnnc1CN1CCC(NC(=O)c2ccc(Br)cc2)CC1 | -27.1% | -2.4% | -8.3%
Cc1cc(NC(=O)CSc2nnc3c(C)cc4c(C)ccc(C)c4n23)no1 | 1.46µM* | 2.9% | 1.16µM*
O=c1ccc(OCCOc2ccccc2)nn1-c1ccccc1 | -29.9% | -3.5% | -26.8%
Cc1ccc(-n2c(C)cc(C(=O)COC(=O)c3ccc[nH]c3=O)c2C)cc1 | ? | 0.6% | -17.9%
O=C1c2ccsc2SCCN1Cc1c(F)cccc1Cl | -27.2% | . | -1.4%
CCC(=O)Nc1cccc(C(=O)Nc2nccs2)c1 | ? | 5.1% | -15.8%
CCN1C(=O)CC(C(=O)Nc2ccc(F)cc2)SC1=Nc1ccc2c(c1)OCO2 (configuration not stated) | -17.7% | 5.2% | -27.8%
The listing continues:
SMILES | DT40 TDP1 no CPT | TDP1 inh | TDP1 cell CPT
OC(c1ccccc1)(c1ccc(F)cc1)C(c1ccccc1)N1CCOCC1 (configuration not stated) | 18.4µM* | -1.9% | 16.4µM*
CN(C(=O)C1CCN(S(=O)(=O)c2cccs2)CC1)C1CCCCC1 | -16.1% | 0.0% | -17.1%
COCC(=O)Nc1cc(C)cn(Cc2c(F)cccc2Cl)c1=O | ? | . | ?
COc1ccc(OC)c(NC(=O)Cn2cnc3ccc(S(=O)(=O)N4CCC(C)CC4)cc3c2=O)c1 | ? | 8.4% | 23.1µM*
Cc1ccccc1CNCCCSc1nnnn1C | -15.4% | 3.6% | -12.6%
S=c1[nH]nc(Cc2cccc3ccccc23)n1-c1ccccc1 | ? | 7.0% | ?
COc1ccc(C2=NN(C(=O)c3ccco3)C(c3ccco3)C2)cc1OC (configuration not stated) | 18.4µM* | 15.1% | 29.1µM*
Cc1nnc(NC(=O)CSc2nc3c(c(=O)n(C)c(=O)n3C)n2C(C)C)s1 | -20.1% | 1.2% | -1.1%
Cc1ccc(CC(=O)N(C)CC(=O)N(CC(C)C)c2c(N)n(CC(C)C)c(=O)[nH]c2=O)cc1C | -14.8% | . | 2.7%
COc1cc(NS(=O)(=O)c2cc3[nH]c(=O)[nH]c3cc2C)cc(OC)c1OC | -12.4% | 5.4% | -4.4%
OCCCNc1c2ccccc2nc2ccccc12 | 9.2µM* | . | 11.6µM*
CC[n+]1ccc(/C=C2\Sc3ccccc3N2CCCS(=O)(=O)[O-])c2ccccc21 | 2.0% | 50.1µM* | 1.4%
O=C(NC1CCCC1)C(c1ccncc1)N(C(=O)Cn1nnc(-c2ccccc2F)n1)c1cccc(F)c1 (configuration not stated) | -12.7% | 5.1%[0.0935 µM] | -2.1%
COc1ccc(OC)c(-c2csc(NC(=O)c3ccc(OCC4CCCO4)cc3)n2)c1 (configuration not stated) | ? | -1.4% | ?
Cc1ccc(S(=O)(=O)N(C)c2ccc(OCC(=O)Nc3cc(C(=O)O)ccc3Cl)cc2)cc1 | 12.1% | . | 12.7%
COc1ccc(NCCC#N)cc1 | -2.1% | -8.6% | -10.0%
Cc1ccc(NC(=O)COC(=O)CCOc2ccccc2C)cc1 | 1.0% | -5.9% | 2.0%
COc1ccc(/C=N/NC(=O)CC2N=C(Cc3ccccc3)NNC2=O)cc1OC (configuration not stated) | -20.0% | 2.5% | -23.4%
O=C(Cc1ccccc1Cl)NCc1cccnc1 | 11.2% | . | 5.6%
O=C(NNC(=O)c1ccc(Cl)c(S(=O)(=O)Nc2ccc(Cl)cc2)c1)c1ccc(=O)[nH]c1 | 0.7% | 0.4% | 13.4%
CN1CCC(N(C)CC(=O)Nc2cccc(Oc3ccccc3)c2)CC1 | -13.4% | 0.0% | -20.2%
COc1ccc(-c2noc(CSc3nc4ccc(C)cc4[nH]3)n2)cc1 | 11.6µM* | 7.1% | 20.6µM*
NC(=O)N1N=C2/C(=C/c3ccccc3)CCCC2C1c1ccccc1 (configuration not stated) | ? | 9.9% | -20.0%
Cc1ccc(NC(=O)COC(=O)CCC(=O)c2ccc(C(C)(C)C)cc2)c([N+](=O)[O-])c1 | 14.6µM* | 3.5% | ?
Cc1ccc(C2CC(c3cccc(C)c3)n3ncnc3N2)cc1 (configuration not stated) | ? | 4.9% | 14.6µM*
Additional structures:
SMILES | DT40 TDP1 no CPT | TDP1 inh | TDP1 cell CPT
Cc1ccc(S(=O)(=O)n2c(C)nc3cc(C)ccc32)cc1 | 12.8% | . | 9.2%
CC(=O)CSc1nnc(NC(=O)CCc2ccccc2)s1 | -6.5% | 7.0% | ?
CCOc1cc(/C=C2\C(=N)N3N=C(S(C)(=O)=O)SC3=NC2=O)ccc1OCCOc1cccc(OC)c1 | 13µM* | . | -3.2%
O=C(COC(=O)Cc1ccc(-c2ccccc2)cc1)NCc1ccc(F)cc1 | ? | 0.0% | 6.51µM*
CCN(CC)c1ccc(S(=O)(=O)N(CC)CC)cc1NC(=O)C1CCCC1 | ? | -10.3% | ?
CC(C)(O)C#Cc1ccc(C(=O)NCc2ccccc2)s1 | -29.0% | . | -14.8%
Cc1cc(NC(=O)C(C)(C)C)no1 | -18.0% | -3.3% | 24.5%
CC1=C(C(=O)OCc2ccc([N+](=O)[O-])cc2)N2C(=O)C(NC(=O)Cc3ccccc3)C2SC1 (configuration not stated) | 6.0% | . | -24.1%
COc1ccc([N+](=O)[O-])c(OC)c1C(=O)NC(=O)Nc1nc(C)cc(C)n1 | 1.1% | 2.4% | -5.9%
Cc1ccc([N+](=O)[O-])c2c1C(N1CC(C)OC(C)C1)C(C)(C)O2 (configuration not stated) | -15.1% | 1.2% | 14.4%
Cc1nn(C)c(C)c1CCC(=O)NC1CC(C)(C)Cc2c1cnn2-c1ccccc1 (configuration not stated) | -11.8% | 5.0% | ?
Cc1cc(NC(=O)C2COc3ccccc3O2)no1 (configuration not stated) | -26.3% | -2.6% | -24.7%
CS(=O)(=O)n1nc(-c2ccccc2)nc1NCc1ccco1 | ? | -5.5% | 8.0%
COc1ccccc1NC(=O)CSc1nnc(C2CCCCC2)n1-c1ccccc1 | 11.6µM* | . | 20.6µM*
COc1cc(Br)c(C2CC(=O)Nc3cc(OC)c(OC)c(OC)c32)cc1OC (configuration not stated) | ? | 0.0% | 3.8%
COc1cc(Cl)c(C)cc1NS(=O)(=O)c1c(C)nc2sccn2c1=O | ? | 5.1% | ?
O=C(CCl)N1CCN(S(=O)(=O)c2ccc3c(c2)CCC3)CC1 | 0.651µM* | 1.0% | 2.31µM*
Cc1ccc(S(=O)(=O)c2nc(-c3cccs3)oc2N2CCCCC2)cc1 | 23.1µM* | 0.0% | ?
CC(=O)Nc1ccc(-c2cc(C(=O)O)c3ccc(C)cc3n2)cc1 | -5.3% | -3.8% | 2.0%
CN(C)c1ccc(/C=C2\C(=O)/C(=C/c3ccc(N(C)C)cc3)c3ccccc32)cc1 | 7.08µM* | . | ?
COC(=O)c1ccc(NC(=O)N(c2ccccc2)c2ccccc2)cc1 | ? | -6.7% | -3.2%
CCC1CCCCN1CCn1c(=S)[nH]c2cc(OC)c(OC)cc2c1=O (configuration not stated) | -7.5% | 4.0% | -6.7%
CCCn1c(C)cc(/C=C(\C#N)C(=O)OCC(=O)Nc2cccc(OC)c2)c1C | ? | 3.4% | ?
O=C(O)/C=C/C(=O)Nc1ccc(N2CCOCC2)nc1N1CCOCC1 | 23.1µM* | 6.8% | 20.6µM*

At a glance, some entries already given:
SMILES | DT40 TDP1 no CPT | TDP1 inh | TDP1 cell CPT
CCN(CC)c1ccc(S(=O)(=O)N(CC)CC)cc1NC(=O)C1CCCC1 | ? | -10.3% | ?
CC(C)(O)C#Cc1ccc(C(=O)NCc2ccccc2)s1 | -29.0% | . | -14.8%
Cc1cc(NC(=O)C(C)(C)C)no1 | -18.0% | -3.3% | 24.5%
CC1=C(C(=O)OCc2ccc([N+](=O)[O-])cc2)N2C(=O)C(NC(=O)Cc3ccccc3)C2SC1 (configuration not stated) | 6.0% | . | -24.1%
COc1ccc([N+](=O)[O-])c(OC)c1C(=O)NC(=O)Nc1nc(C)cc(C)n1 | 1.1% | 2.4% | -5.9%
Cc1ccc([N+](=O)[O-])c2c1C(N1CC(C)OC(C)C1)C(C)(C)O2 (configuration not stated) | -15.1% | 1.2% | 14.4%
Cc1nn(C)c(C)c1CCC(=O)NC1CC(C)(C)Cc2c1cnn2-c1ccccc1 (configuration not stated) | -11.8% | 5.0% | ?
Cc1cc(NC(=O)C2COc3ccccc3O2)no1 (configuration not stated) | -26.3% | -2.6% | -24.7%
CS(=O)(=O)n1nc(-c2ccccc2)nc1NCc1ccco1 | ? | -5.5% | 8.0%
COc1ccccc1NC(=O)CSc1nnc(C2CCCCC2)n1-c1ccccc1 | 11.6µM* | . | 20.6µM*
COc1cc(Br)c(C2CC(=O)Nc3cc(OC)c(OC)c(OC)c32)cc1OC (configuration not stated) | ? | 0.0% | 3.8%
COc1cc(Cl)c(C)cc1NS(=O)(=O)c1c(C)nc2sccn2c1=O | ? | 5.1% | ?
O=C(CCl)N1CCN(S(=O)(=O)c2ccc3c(c2)CCC3)CC1 | 0.651µM* | 1.0% | 2.31µM*
Cc1ccc(S(=O)(=O)c2nc(-c3cccs3)oc2N2CCCCC2)cc1 | 23.1µM* | 0.0% | ?
CC(=O)Nc1ccc(-c2cc(C(=O)O)c3ccc(C)cc3n2)cc1 | -5.3% | -3.8% | 2.0%
CN(C)c1ccc(/C=C2\C(=O)/C(=C/c3ccc(N(C)C)cc3)c3ccccc32)cc1 | 7.08µM* | . | ?
COC(=O)c1ccc(NC(=O)N(c2ccccc2)c2ccccc2)cc1 | ? | -6.7% | -3.2%
CCC1CCCCN1CCn1c(=S)[nH]c2cc(OC)c(OC)cc2c1=O (configuration not stated) | -7.5% | 4.0% | -6.7%
CCCn1c(C)cc(/C=C(\C#N)C(=O)OCC(=O)Nc2cccc(OC)c2)c1C | ? | 3.4% | ?

Exported as labelled records: two of the compounds above
O=C(CCl)N1CCN(S(=O)(=O)c2ccc3c(c2)CCC3)CC1
  DT40 TDP1 no CPT: 0.651µM* | TDP1 inh: 1.0% | TDP1 cell CPT: 2.31µM*
Cc1ccc(S(=O)(=O)c2nc(-c3cccs3)oc2N2CCCCC2)cc1
  DT40 TDP1 no CPT: 23.1µM* | TDP1 inh: 0.0% | TDP1 cell CPT: ?
